From PubChem BioAssay
PLC-beta3 inh – human PLC-beta3 inhibitors, primary screen, biochemical, fluorescence. 1-phosphatidylinositol 4,5-bisphosphate phosphodiesterase beta-3 (Homo sapiens), Q01970. Purified PLC-beta3, fluorogenic substrate. inhibition, % at 12.2 µM. 0.18% of 370,000 active. AID 720704, 2013; in the data active means inhibition above about 11%;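 further: 0% = median of compound wells on plate and 100% = full blocker control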
NR1D1 modulator – modulators of Rev-erb alpha DNA binding, primary screen, biochemical, FITC-DNA, fluorescence polarization, uHTS; Nuclear receptor subfamily 1 group D member 1 (Homo sapiens), P20393; Rev-erbα–FITC-DNA binding, 90 min; activity, % at 10 µM; 0.79% of 370,000 active;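 active means activity above about 14%, limit read from the data; passing the limit was not always enough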;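 further: 0% = DMSO wells with 35 nM protein and 100% = DMSO wells with 750 nM protein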
PLC-gamma1 inh – PLC-gamma1 enzyme inhibitors, primary screen, biochemical, fluorescence, purified enzyme | inhibition, % at 12.2 µM | AID 720700, 2013 | 0.84% of 370,000 active | fluorogenic substrate | 1-phosphatidylinositol 4,5-bisphosphate phosphodiesterase gamma-1 (Homo sapiens), P19174; in the data active means inhibition above about 9.5%
Target sequence (P19174 whole entry, looked up): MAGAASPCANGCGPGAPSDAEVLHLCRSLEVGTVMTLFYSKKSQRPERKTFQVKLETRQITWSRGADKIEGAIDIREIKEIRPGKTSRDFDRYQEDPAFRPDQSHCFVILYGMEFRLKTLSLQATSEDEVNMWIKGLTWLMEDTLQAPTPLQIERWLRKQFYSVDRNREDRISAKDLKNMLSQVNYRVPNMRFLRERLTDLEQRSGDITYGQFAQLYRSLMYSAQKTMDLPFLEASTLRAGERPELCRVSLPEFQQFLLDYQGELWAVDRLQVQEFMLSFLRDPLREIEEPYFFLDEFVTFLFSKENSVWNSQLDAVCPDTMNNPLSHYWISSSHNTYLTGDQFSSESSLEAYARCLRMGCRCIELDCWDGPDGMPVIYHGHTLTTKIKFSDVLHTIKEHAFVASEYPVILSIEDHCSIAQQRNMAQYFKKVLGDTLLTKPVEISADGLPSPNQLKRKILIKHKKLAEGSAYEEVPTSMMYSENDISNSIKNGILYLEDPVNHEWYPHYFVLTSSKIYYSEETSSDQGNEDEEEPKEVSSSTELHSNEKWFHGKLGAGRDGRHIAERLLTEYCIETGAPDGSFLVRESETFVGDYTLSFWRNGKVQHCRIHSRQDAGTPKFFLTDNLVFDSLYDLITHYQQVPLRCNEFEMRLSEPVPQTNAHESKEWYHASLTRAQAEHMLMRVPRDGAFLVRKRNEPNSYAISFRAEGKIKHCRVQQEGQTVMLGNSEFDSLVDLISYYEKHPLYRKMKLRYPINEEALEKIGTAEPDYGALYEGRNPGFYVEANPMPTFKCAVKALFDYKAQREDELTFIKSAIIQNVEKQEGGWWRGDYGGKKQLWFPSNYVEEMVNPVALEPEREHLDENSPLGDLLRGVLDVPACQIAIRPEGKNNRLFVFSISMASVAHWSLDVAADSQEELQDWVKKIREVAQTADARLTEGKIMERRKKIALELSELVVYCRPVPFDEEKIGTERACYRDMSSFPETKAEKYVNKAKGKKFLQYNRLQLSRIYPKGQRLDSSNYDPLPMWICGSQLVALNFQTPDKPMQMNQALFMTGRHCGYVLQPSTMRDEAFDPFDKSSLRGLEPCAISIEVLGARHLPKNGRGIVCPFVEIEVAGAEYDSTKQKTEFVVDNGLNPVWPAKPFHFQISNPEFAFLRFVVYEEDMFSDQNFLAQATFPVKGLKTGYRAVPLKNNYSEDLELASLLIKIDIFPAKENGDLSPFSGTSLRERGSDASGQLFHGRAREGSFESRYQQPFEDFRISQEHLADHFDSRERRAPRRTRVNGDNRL
hcDAF12 agonist – H. contortus DAF-12 nuclear receptor activators, primary screen, cell-based, luminescence, HEK293, lit1-tk-luc reporter. HEK293 hcDAF-12 lit1-tk-luc reporter; 0% DMSO, 100% Δ7-dafachronic acid. activation, % at 6.8 µM. 1.4% of 370,000 active. AID 652067, 2013;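 active means activation above the mean of all tested compounds plus 3 SD, cut at about 5.5% in these data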;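 further: 100% = response to 3 µM Δ7-dafachronic acid high control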
DAX1 inh-1 – DAX1 (NR0B1) inhibitors, primary screen, cell-based, HEK293, Gal4-DAX1, luciferase luminescence. Nuclear receptor subfamily 0 group B member 1 (Homo sapiens), P51843. HEK293 Gal4-DAX1 luciferase reporter. inhibition, % at 6.75 µM. 0.99% of 340,000 active. AID 504766, 2011;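 active means inhibition above the mean over all tested compounds plus 3 SD, cut at about 4.2% in these data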;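 further: 0% = DAX1-transfected cells with DMSO and 100% = empty-vector control cells with DMSO; inhibition shows as a rise in luminescence from relieved DAX1 repression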
MBD2 inh – inhibitors of MBD2 binding to methylated DNA, primary screen, biochemical, TR-FRET, DNA-binding domain, human; Methyl-CpG-binding domain protein 2 (Homo sapiens), Q9UBB5; MBD2 binding to methylated oligonucleotide; inhibition, % at 4.4 µM; 0.31% of 370,000 active; AID 686964, 2013; in the data active means inhibition above about 13%
ssDAF12 agonist – S. stercoralis DAF-12 nuclear receptor activators, primary screen, cell-based, luminescence, HEK293, GRIP1 co-expression, lit1-tk-luc | Nuclear hormone receptor DAF-12 (Strongyloides stercoralis) | HEK293 ssDAF-12/GRIP1 lit1-tk-luc reporter; % of 3 µM dafachronic acid response | activation, % at 6.8 µM | 1% of 370,000 active | AID 652126, 2013;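 active means activation above the mean over all tested compounds plus 3 SD, cut at about 0.9% in these data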;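 further: 0% = DMSO-only wells and 100% = 3 µM delta7-dafachronic acid wells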
ADAM17 inh – ADAM17 inhibitors, primary screen, biochemical, QFRET | recombinant ADAM17, EDANS/DABCYL FRET peptide cleavage | inhibition, % at 6.95 µM | 0.83% of 370,000 active;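 active means inhibition above the mean of compounds lying between control limits plus 3 SD, set per campaign, cut at about 8.5% in these data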;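 further: 0% = DMSO-only wells as the low control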
SMARCA2 act – SMARCA2 (BRM) function activators, primary screen, cell-based, luminescence, high throughput. MG213 cells, MMTV-luciferase reporter, dexamethasone, overnight. 1% of 370,000 active. activation, % at 9.1 µM; in the data active means activation above about 7.8%;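 further: 0% = vehicle wells and 100% = reference activator wells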
hgDAF-12 ag – H. glycines DAF-12 receptor agonists, primary screen, cell-based, luminescence, HEK293, GAL4 fusion, UAS-luciferase | Nuclear hormone receptor DAF-12 (Heterodera glycines), GAL4 fusion | HEK293 GAL4-hgDAF12 UAS-luciferase reporter, agonist luminescence; normalized to butyrate control | activation, % at 6.8 µM | 1.8% of 370,000 active;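 active means activation above a cutoff set at the mean of all screened compounds plus 3 SD, cut at about 10% in these data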;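 further: 0% = DMSO wells and 100% = sodium butyrate wells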
DAX1 inh-2 – DAX1 (NR0B1) inhibitors on StAR promoter, primary screen, cell-based, luminescence, SF-1 (NR5A1), full-length DAX-1; HEK293T StAR-luciferase reporter, SF-1/DAX-1 repression relief; inhibition, % at 6.8 µM; 1.1% of 370,000 active; AID 652010, 2013;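 active means inhibition above the mean over all tested compounds plus 3 SD, cut at about 3.6% in these data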;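 further: 0% = DAX-1 cells with DMSO and 100% = cells lacking DAX-1 with DMSO; higher inhibition means more luminescence from relief of DAX-1 repression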
The depositor's hits bear a star; i = inactive; nt = no result given.

Molecule	PLC-beta3 inh	NR1D1 modulator	PLC-gamma1 inh	hcDAF12 agonist	DAX1 inh-1	MBD2 inh	ssDAF12 agonist	ADAM17 inh	SMARCA2 act	hgDAF-12 ag	DAX1 inh-2
CC(C)(C)NC(=O)CSc1nccn1Cc1ccccc1	1	0	-5	-2.3	-0.7	2	-0.7	-3	-4	-0.4	1.2
CC(=O)NNC(=O)CC(=O)Nc1nc(C23CC4CC(CC(C4)C2)C3)cs1	0	3	5	-2.2	0.8	-7	-0.9	8.9*	-2	-2.7	0.3
COc1cccc(N(CC(=O)Nc2cccnc2)S(C)(=O)=O)c1	4	4	-1	0.1	2.3	-6	-1.2	0	0	2.0	-0.8
COc1ccc(C/C(C)=N/NC(=S)Nc2ccc(C(C)C)cc2)cc1	-2	3	-2	-1.8	0.9	1	-1.2	0	-2	2.5	-0.3
CN(C)S(=O)(=O)c1ccc(NC(=O)c2ccccn2)cc1	2	-2	1	2.3	2.2	-5	-0.4	-2	4	13*	2.6
C=C1CCN([C@@H](Cc2ccccc2)C(=O)NC2CCN(Cc3ccccc3)CC2)S(=O)(=O)c2ccccc21	9	-2	2	-1.1	0.9	-5	-1.1	0	-1	-0.9	0.1
O=C(CNC(=O)c1ccc(Br)cc1)N/N=C/c1cccnc1	-4	6	6	-1.7	-0.4	-4	-1.5	1	10*	-2.6	-0.1
Cc1cc(C(=O)COC(=O)Cn2c(C(F)(F)F)nc3ccccc32)c(C)n1Cc1ccco1	-2	5	-1	-1.2	-1.9	3	-1.6	-6	-2	-3.2	-0.3
CN(Cc1ccccc1)C(=O)c1ccccc1-c1ccccc1	4	5	2	-1.2	1.6	2	-0.2	2	2	-1.5	-0.3
Cc1ccc(OCC(O)CNC2CCCC2)cc1C (centres undefined)	-4	1	4	-0.6	-1.0	1	-1.6	1	-2	1.7	0.1
CCOC(=O)c1[nH]c2ccc(F)cc2c1NC(=O)c1cc(OC)c(OC)c(OC)c1	-37	-2	-24	-2.8	-0.9	-3	-1.6	8	-2	-4.6	-1.2
COc1ccc(Nc2nc3[nH]c(=O)cc(O)c3s2)cc1	0	-12	2	-0.6	0.5	2	-0.9	-6	-2	1.9	0.1
O=C(NCc1ccc2c(c1)OCO2)C(=O)NCC1OCCCN1S(=O)(=O)c1ccc(F)cc1 (centres undefined)	-8	-2	-2	1.1	1.7	2	-0.7	-6	0	-1.9	-1.0
CNC(=O)OCN1C(=O)C2CC=CCC2C1=O (centres undefined)	4	0	0	-2.7	1.8	1	-0.4	2	-1	-3.5	-1.8
CC(C)CN(CC(C)C)S(=O)(=O)N1CCC(C(=O)N2CCc3ccccc3C2)CC1	4	5	5	-0.9	-0.8	0	-1.4	-1	2	1.3	0.4
CCNC(=O)NC(=O)C(C)Sc1ncc(C(F)(F)F)cc1Cl (centres undefined)	2	6	2	-2.1	-0.3	3	-0.9	0	-3	-3.2	-0.8
Cc1cc2cc(CNC(=O)C(C)Oc3ccccc3)ccc2n1C (centres undefined)	-30	-3	-13	0.1	0.0	-1	-1.6	-2	-4	-1.7	0.3
Cc1ccc(C(=O)Cc2ccccc2)c(O)c1	-2	1	-3	1.4	0.8	3	-0.8	-5	-2	2.1	-1.5
Cc1ccc(NC(=O)CCNS(=O)(=O)c2ccc3[nH]c(=O)oc3c2)cc1C	-2	-3	2	-1.9	-0.4	12	-0.9	3	-3	1.4	-0.2
O=C(NNC(=O)c1cc2ccccc2oc1=O)c1ccccc1[N+](=O)[O-]	0	-5	1	-1.7	0.7	-10	-0.6	0	-2	1.6	0.5
CCOC(=O)CSC1=C(C#N)C(c2ccc(C)cc2)C2=C(CCCC2=O)N1 (centres undefined)	-12	5	-6	-1.5	0.4	5	-1.5	-6	1	-1.5	0.1
COc1cccc(C(=O)NCC(=O)N/N=C/c2ccc(OC(=O)c3cccs3)c(OC)c2)c1	-1	-9	1	-1.7	-0.7	-4	-1.7	1	-3	2.3	0.2
CCOc1ccccc1C(=O)NC(C)CCc1ccccc1 (centres undefined)	4	0	8	-0.9	nt	-3	-1.8	1	-4	0.8	-0.6
COc1cc(C(=O)NC(=S)Nc2ccc3[nH]c(=O)[nH]c3c2)cc(OC)c1OC	1	1	2	1.6	-0.6	3	-1.2	0	0	-1.0	0.0
N#C/C(=C\c1ccc[nH]1)Sc1nc2ccccc2s1	-7	-1	3	3.0	2.7	0	-0.8	7	1	2.5	1.9
COc1ccc(C2CC(c3ccccc3)=NN2c2ccc(N)cc2)cc1 (centres undefined)	-356	-3	-290	2.7	1.4	3	-0.1	-30	5	11*	1.8
c1coc(-c2nn3c(-c4ccco4)nnc3s2)c1	-9	-11	-7	-0.7	-0.6	-5	-0.5	1	1	-0.8	-0.1
Cc1ccc(C)c(-c2nc3ccc(N)cc3[nH]2)c1	i	4	i	-1.2	2.6	-1	-0.7	-348	-4	-1.1	0.0
NC(=O)NC(=O)COC(=O)[C@H](Cc1ccccc1)NC(=O)c1cccs1	-3	-3	2	0.1	-0.1	0	-1.2	0	5	-0.2	-0.7
CC(/C=C(\NC(=O)c1ccccc1)C(=O)N=Nc1c(O)[nH]c2ccc(C)cc12)=C\c1ccccc1	1	5	3	4.9	-1.8	-5	-0.5	1	1	-1.9	-0.1
O=C(NCCC(=O)N1CCN(c2ncccn2)CC1)c1ccccc1	-3	-6	-4	-1.8	-2.4	0	-1.7	-1	7	2.2	-0.3
Cc1ccc(-c2n[nH]c3c2C(c2ccccc2)N(c2ccc(C(=O)O)cc2)C3=O)cc1 (centres undefined)	-14	-13	0	1.2	-0.8	7	-1.4	-1	-1	-1.4	0.2
O=C(NCCc1nc(-c2ccc(F)cc2)no1)c1ccc(F)cc1	1	2	3	-0.9	0.9	3	-1.3	-3	-1	-0.8	0.9
CC(=O)Nc1ccc(S(=O)(=O)NCCSCc2c(Cl)cccc2Cl)cc1	-1	-4	-5	-1.7	-0.8	4	-1.6	-2	-4	0.4	-0.8
CCCn1c(SCC(=O)c2c(N)n(C3CC3)c(=O)[nH]c2=O)nc2cc(S(N)(=O)=O)ccc21	-3	-6	0	0.3	1.2	9	-1.4	-7	-3	2.0	0.0
CC(C)OCCCNC(=O)CCCC(=O)Nc1ccc(OCCc2ccccc2)cc1	-2	2	2	-0.3	0.2	-3	-1.6	1	-1	-1.8	0.1
CC1CCCN(C(=O)CN2C(=O)C(C)Oc3ccccc32)C1 (centres undefined)	-5	6	1	0.9	-0.1	3	-1.2	-2	-1	0.3	-0.1
COc1ccc(NC(=S)N2CCC(c3nc4ccccc4[nH]3)CC2)c(OC)c1	-1	8	-2	-1.3	0.3	-6	-1.5	-6	0	-3.0	-0.4
COCCNC(=O)CCCn1c(=O)c2cc(OC)c(OC)cc2n(CC(=O)Nc2ccc(C)c(F)c2)c1=O	-7	0	5	-0.6	0.4	-3	-0.8	-3	5	-0.5	-0.3
COc1cc(NC(=O)c2cc(CC(C)C)on2)c(OC)cc1Cl	3	6	0	4.2	0.0	-1	0.5	0	-2	2.3	-0.2
CS(=O)c1ccccc1-c1nc(-c2cccc(Cl)c2)no1 (centres undefined)	3	13	3	-2.0	-0.6	-1	-1.0	1	-2	4.8	0.1
CC/C(=N\NC(=O)c1cc(C2CC2)[nH]n1)c1ccccc1	-6	-2	2	3.5	0.7	-1	-1.2	-3	2	1.9	0.7
CCOC(=O)C(=CNNc1ccccc1)C(=O)OCC	-6	-1	-2	0.6	2.3	2	-0.8	-1	-1	1.1	-0.1
COc1cc(/C=N/NC(=O)c2cc(C)n(-c3ccc(F)cc3)c2C)cc(OC)c1O	-46	0	-30	-1.2	0.1	-1	-1.1	-7	-1	-0.7	0.5
Cc1c(C(=O)NCc2ccccc2C(F)(F)F)sc(=O)n1Cc1ccc2ccccc2c1	4	-5	4	0.1	nt	-9	-1.7	8	0	2.3	-1.3
COc1cccc(N2CCN(Cc3nnnn3C3CCCCC3)CC2)c1	1	-5	3	-1.0	1.3	-4	-0.7	2	0	-0.3	-0.5
Oc1ccc(C[C@@H]2CNCCN2CCc2cc(C(F)(F)F)cc(C(F)(F)F)c2)cc1	3	-4	2	-0.8	-0.5	-6	-0.8	0	1	1.5	-0.1
CC(=O)Nc1ccc(S(=O)(=O)NC(C)C(=O)OCCOc2ccc(F)cc2)cc1 (centres undefined)	-2	-5	-2	-1.2	-1.1	1	-0.9	-1	2	-1.6	-0.5
CCC(C)Oc1cccc(OCCCCN2C(=O)NC(C)(C)C2=O)c1 (centres undefined)	-1	0	-2	-1.0	0.0	-3	-1.5	-4	-5	0.9	-1.2
O=C(COc1coc(CN2CCN(c3ccccc3)CC2)cc1=O)Nc1ccccc1F	-8	-5	1	-1.9	-2.1	-1	-1.4	-3	-2	2.7	-0.8

The list continues:
Molecule	PLC-beta3 inh	NR1D1 modulator	PLC-gamma1 inh	hcDAF12 agonist	DAX1 inh-1	MBD2 inh	ssDAF12 agonist	ADAM17 inh	SMARCA2 act	hgDAF-12 ag	DAX1 inh-2
Nc1ccc(C(=O)Nc2nccs2)cc1	-3	-5	6	2.7	0.6	4	-1.2	-2	3	9.9	4.8*
CN1C(=O)/C(=C\C(=O)c2cccs2)c2ccccc21	1	-1	-3	-0.4	0.1	1	-1.1	7	-2	-1.3	-0.9
Cc1ccc(C)c(N2CCN(C(=O)CCC(=O)N3CCOc4ccc(Cl)cc43)CC2)c1	-1	0	-3	-3.7	-0.6	3	-2.0	8	-5	-4.3	-2.1
O=C(c1ccc([N+](=O)[O-])o1)N1CCCCCC1	-3	-6	2	0.4	-0.4	-4	-1.2	1	-1	3.0	-4.9
Cc1onc(-c2ccccc2)c1C(=O)NCC(O)c1ccccc1 (centres undefined)	-5	4	2	-1.5	1.1	-2	-0.9	1	-2	-0.1	-0.4
CCCCN1CCS(=O)(=O)N(Cc2cn(Cc3cccc(Cl)c3)nn2)C(C(=O)OC)C1 (centres undefined)	4	4	2	-1.7	nt	-3	-1.0	1	-2	-0.2	-0.8

The order is random; 7.4% or so of the library scored in one or more.
